Screening data (PubChem)
PDI inh: inhibitors of human PDI, primary screen, biochemical, turbidity, single point, plate reader; PDI insulin aggregation turbidity, A650, 90 min; inhibition, % at 10 µM; 0.052% of 350,000 active; AID 588391, 2011;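 active means mean inhibition across replicates of 30% or more, whatever share of single replicates reach that level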;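 further: absorbance from insulin aggregation driven by PDI reduction with DTT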
Target sequence (P07237 whole entry, looked up): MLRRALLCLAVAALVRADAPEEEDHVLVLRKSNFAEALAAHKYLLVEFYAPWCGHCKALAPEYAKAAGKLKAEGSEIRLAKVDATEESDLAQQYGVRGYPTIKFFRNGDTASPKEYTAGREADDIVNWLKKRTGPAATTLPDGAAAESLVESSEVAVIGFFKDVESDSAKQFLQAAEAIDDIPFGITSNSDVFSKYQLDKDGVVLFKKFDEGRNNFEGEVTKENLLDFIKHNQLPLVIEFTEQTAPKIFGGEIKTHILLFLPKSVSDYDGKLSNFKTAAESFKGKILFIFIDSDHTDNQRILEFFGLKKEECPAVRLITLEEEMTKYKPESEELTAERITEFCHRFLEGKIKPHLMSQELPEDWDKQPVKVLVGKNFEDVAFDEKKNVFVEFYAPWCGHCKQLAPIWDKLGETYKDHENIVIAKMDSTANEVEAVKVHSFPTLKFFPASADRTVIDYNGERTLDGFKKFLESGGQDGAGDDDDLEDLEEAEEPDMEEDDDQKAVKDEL
HTR2A ag: mouse Htr2a agonists via beta-arrestin recruitment, primary screen, cell-based, luminescence; 0.66% of 360,000 active; CHO-K1 mHTR2A beta-arrestin complementation; percent of 30 µM serotonin response; activation, % at 7.6 µM;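 active means activation above a run cutoff, the mean activation of all tested compounds plus 3 SD, cut at about 14% in these data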;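 further: 0% = plate median of compound wells and 100% = 30 µM serotonin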
Target sequence (P35363 whole entry, looked up): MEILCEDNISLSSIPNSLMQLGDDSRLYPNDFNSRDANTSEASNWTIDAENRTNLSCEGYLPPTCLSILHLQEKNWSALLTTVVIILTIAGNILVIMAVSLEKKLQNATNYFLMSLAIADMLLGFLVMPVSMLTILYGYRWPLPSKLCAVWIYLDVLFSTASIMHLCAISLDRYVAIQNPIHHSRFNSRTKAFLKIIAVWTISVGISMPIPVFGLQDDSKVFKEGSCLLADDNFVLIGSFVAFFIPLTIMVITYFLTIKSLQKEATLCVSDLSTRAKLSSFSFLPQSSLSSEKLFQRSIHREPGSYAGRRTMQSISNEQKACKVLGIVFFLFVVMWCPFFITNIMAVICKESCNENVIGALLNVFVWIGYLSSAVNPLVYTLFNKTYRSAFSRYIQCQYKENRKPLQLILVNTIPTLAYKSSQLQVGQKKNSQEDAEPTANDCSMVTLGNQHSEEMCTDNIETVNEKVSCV
ABCB6 inh 2: ABCB6 transporter inhibitors, primary screen, K562-ABCB6 cells, flow cytometry, MLPCN library; 0.19% of 360,000 active; fluorescence ratio to DMSO, % at 10 µM; K562-ABCB6 porphyrin accumulation, 1 h; active compounds read low; ATP-binding cassette sub-family B member 6 (Homo sapiens), Q9NP58;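 active means fluorescence ratio to DMSO below 75%, the collection mean minus 3 SD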;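 further: signal is porphyrin accumulated inside mitochondria; 100% equals median channel fluorescence of DMSO control wells; lower ratio means ABCB6 inhibition with less porphyrin fluorescence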
Vif imaging: HIV Vif self-association inhibitors, primary screen, imaging, HEK293T, single point; HEK293T cells, Vif self-association by quenched fluorescence, 24 h; inhibition, % at 7.49 µM; 0.35% of 340,000 active; AID 602346, 2012; in the data active means inhibition above about 50%, passing the limit was not always enough; further: some results filed as inactive read as strong as hits
Glyco luc inh: increase of ERlucT glycosylation luciferase signal, primary screen, N-linked glycosylation inhibitor project, D54 ERlucT cells, luminescence, set 2 | D54 ERlucT glycosylation luciferase reporter, 24 h; percent of 100 nM tunicamycin response | reporter increase, % at 12.5 µM | 0.23% of 360,000 active | AID 588692, 2011;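 active means mean luciferase reporter signal, scaled so untreated is 0 and the glycosylation-blocking control 100, at or above a set limit in every replicate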;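 further: luciferase carries N-glycosylation sites so blocking glycosylation raises the light; 0% = median of neutral control wells and 100% = median of 100 nM tunicamycin wells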
CaV13 ICDI inh: Primary screen for inhibitors of IQ motif and Ca2+-dependent inactivation inhibitor domain binding in CACNA1D, Förster resonance energy transfer in living cells, …; HEK cells, CFP/YFP FRET ICDI-IQ, plate reader, 10 min; percent FRET-ratio fall versus neutral wells; inhibition, % at 12.3 µM; 0.098% of 340,000 active; AID 743397;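 active means mean replicate inhibition of at least 30% and at least 1% of replicates passing that level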;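 further: 0% = median of the neutral control wells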
H9c2 protect: cardioprotection against H2O2-induced cell death, primary screen, uHTS, H9c2 cells, ATPLite luminescence | AID 588492, 2011 | protection from H2O2 cell death, % at 20 µM | 0.63% of 360,000 active | H9c2 cardiomyocytes, H2O2 injury protection, 2 h;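 active means compounds giving at least 50% protection of heart cells from peroxide-induced death in the single-dose screen, raw or plate-pattern-corrected value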;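 further: 0% = DMSO wells with peroxide and 100% = DMSO wells without peroxide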
MC4R antagonist: MC4R antagonists of cAMP signaling, primary screen, cell-based, TR-FRET, antagonist arm of biased-ligand search. Melanocortin receptor 4 (Homo sapiens), P32245. MC4R-expressing cells, MTII-stimulated cAMP, LANCE TR-FRET. inhibition, % at 6.5 µM. 0.48% of 360,000 active. AID 540295, 2011;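 active means inhibition above its plate's cutoff, the mean of tested wells on that plate plus 3 SD, cut at about 29% in these data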;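 further: 0% = Melanotan II alone and 100% = Melanotan II plus saturating MCL0020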
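Material – human MC4R-expressing U2OS cells · Repeats – no replicates · Detection – TR-FRET with Eu-cAMP and labeled anti-cAMP, 671 nm · Times – compound 30 min, challenge 1 h, detection 1 h · Compound – single nominal compound dose of 6.5 µM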
MC4R ag barr: MC4R agonists recruiting beta-arrestin, primary screen, cell-based, luminescence, agonist arm of biased-ligand search | Melanocortin receptor 4 (Homo sapiens), P32245 | U2OS MC4R beta-arrestin complementation; percent of melanotan II response, DMSO zero | activation, % at 8.9 µM | 0.98% of 360,000 active | AID 540308, 2011;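 active means activation above a per-plate cutoff, the mean activation of sample wells on that plate plus 3 SD, cut at about 8% in these data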
aDG glyco up: activators of alpha-DG glycosylation, primary screen, uHTS, Pro5-aDG cells, AlphaScreen. AID 624168, 2012. 0.22% of 360,000 active. activation, % at 10 µM. alpha-DG glycosylation AlphaScreen (IIH6); 0% Pro5, 100% B10-LARGE cell signal;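 active means activation of at least 8% versus controls, or a plate z-score of at least 8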;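 further: Pro5 are CHO cells carrying HIG-tagged alpha-DG that lacks glycosylation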
Numbers without * were called inactive; x = not tested or not shown. Rows were taken by chance; about 3.6% have a hit in one of these screens.

cpd	structure	PDI inh	HTR2A ag	ABCB6 inh 2	Vif imaging	Glyco luc inh	CaV13 ICDI inh	H9c2 protect	MC4R antagonist	MC4R ag barr	aDG glyco up
1	C#CCOCCOCCOCCNc1nc(N2CCN(C(=O)[C@H](CCCCN)n3cc([C@@H](N)CO)nn3)CC2)nc(N2CCN(C(=O)[C@H](Cc3ccc(O)cc3)n3cc([C@@H](N)CC(C)C)nn3)CC2)n1	13	-2	100	3	-2	-11	4	0	-1.4	-0.2
2	O=c1c2ccccc2oc2ccc(Oc3ccccc3)cc12	-3	7	99	-12	-6	-6	-10	0	4.0	0.2
3	Cc1nnc(SCC(=O)Nc2nccs2)[nH]c1=O	7	2	87	23	1	-2	17	8	1.6	-0.1
4	O=C(O)Cc1ccc(NC(=S)Nc2cccc(Cl)c2Cl)cc1	-1	2	108	6	1	-5	0	16	0.7	-0.3
5	O=C(O)CCC(=O)NNc1nc2ccccc2nc1-c1ccccc1	11	1	97	8	1	4	9	6	-1.5	0.1
6	CCCc1nnc(NC(=O)COC(=O)c2cc(C)nc3ccccc23)s1	6	5	101	-2	-1	-10	5	8	3.6	-0.3
7	CCC(C)Sc1nc2c(cnn2-c2ccc(F)cc2)c(=O)[nH]1 (stereo unspecified)	-9	4	100	10	1	-6	-4	10	0.5	0.1
8	COc1ccccc1N(C)c1cc2c(c3c1ccn3C)C1CCC2O1 (stereo unspecified)	x	0	117	x	5	-3	-10	x	x	1.6
9	CCN(CC)c1cc2c(c3c1ccn3C)C1CCC2O1 (stereo unspecified)	x	9	102	x	3	-7	3	x	x	0.6
10	CC1CCN(C(=O)COC(=O)CSc2ccc(C(N)=O)cc2[N+](=O)[O-])CC1	2	-9	94	-9	-1	-4	10	19	-0.3	0.1
11	CCCn1c(N)c(C(=O)CSc2nnc(C3CC3)n2C2CC2)c(=O)[nH]c1=O	22	10	94	-2	-1	-5	1	3	1.2	0.3
12	COc1cc(OC)c(OC)cc1CNC(=O)c1ccc(S(=O)(=O)N2CCCCC2)cc1	7	14	100	-3	-4	-7	-3	11	1.8	0.2
13	C=CCn1c(SCC(=O)NC2CCS(=O)(=O)C2)nc2scc(C3CC3)c2c1=O (stereo unspecified)	5	-6	98	25	0	x	6	-3	-0.3	-0.1
14	COc1cccc(OCc2nn[nH]n2)c1	-6	-1	96	-3	0	-3	3	-4	-0.9	0.0
15	CCOC(=O)N1CCC(NC(=O)c2cc(-c3ccc(F)cc3)[nH]c2C)CC1	-5	-1	100	-6	-3	-4	-2	7	-0.3	0.3
16	CCOC(=O)C1CCCN(C(=O)c2cccs2)CC1 (stereo unspecified)	3	0	100	x	3	-5	2	6	1.7	-0.2
17	O=C(Cn1cnc2c(nnn2Cc2ccccc2)c1=O)NCc1ccccc1Cl	-2	-1	96	-2	-1	-2	6	17	0.6	-0.1
18	NC(=O)c1cc(S(=O)(=O)NCc2ccccc2)cs1	3	4	100	2	0	-4	-1	7	-1.6	-0.1
19	O=C(CCCCCCCC(=O)c1ccccc1)c1ccccc1	-3	-5	101	1	-1	7	-23	4	-0.5	0.4
20	Cc1cc2c(c(=O)o1)C(Cc1ccccc1)C(C#N)=C(N)O2 (stereo unspecified)	-5	-1	91	13	1	-5	10	13	1.5	-0.2
21	COc1ccc(CNC(=O)[C@]2(C)CCC[C@@]3(C)C4CC[C@@]5(C)C[C@]4(CCC32)CC5=O)cc1 (stereo partly specified)	9	-1	94	-2	-3	-3	31	8	-1.1	0.2
22	C=C1c2cc3c(cc2NC(=S)N1Cc1ccccc1)OCO3	-10	2	103	2	-2	-5	0	-2	0.3	-0.1
23	CCCN1CCC(=O)N([C@H](CSc2ccc(C)cc2)Cc2ccccc2)CC1	13	-3	93	0	-5	-12	7	0	-0.6	0.1
24	NNc1cc([N+](=O)[O-])cc2c1C(=O)N(Cc1ccccc1)S2=O (stereo unspecified)	0	0	95	2	0	7	-5	2	-4.7	-0.2
25	COc1ccc(C(=O)/C=C/N2CCCCC2)cc1OC	12	0	96	20	0	-5	1	0	0.4	0.1
26	Cc1ccc(NCc2nnc(SCC(=O)NCc3ccco3)n2CC2CCCO2)cc1Cl (stereo unspecified)	-5	-1	102	-6	0	-5	3	2	0.6	-0.1
27	Cc1csc(N(C(=O)CCNC(=O)c2ccc([N+](=O)[O-])cc2)c2ccccc2)n1	3	2	102	4	-1	-5	5	-3	-0.9	0.3
28	Cc1cc(C(=O)NC2CCCN(Cc3ccc(Cl)cc3)C2)no1 (stereo unspecified)	-9	-5	99	-3	-4	-6	-2	9	-3.9	0.1
29	O=C(NCC1CCCO1)C1c2ccccc2C(=O)N1C1CCCCCC1 (stereo unspecified)	2	-5	96	-11	1	-7	1	3	-1.7	0.7
30	COc1ccc2[nH]cc(/C=C(/C#N)S(=O)(=O)c3ccccc3)c2c1	-6	-1	88	-9	-3	x	-21	9	0.4	0.1
31	CSc1cccc(NC(=O)C2CCCN2S(=O)(=O)c2ccc(Br)s2)c1 (stereo unspecified)	-1	-7	100	-8	-1	-4	-2	20	-0.9	0.2
32	COc1ccc(N2CCN(C(=O)c3ccc(C)cc3Cl)CC2)cc1	0	-3	97	-1	-2	x	-2	1	0.0	0.1
33	CSc1ccccc1NC(=O)CSc1nncs1	-4	4	97	-1	-2	4	15	20	-1.3	0.3
34	CCn1cc(C(=O)NCCC(=O)OC)c(=O)c2cc3c(cc21)OCO3	-5	0	100	-2	0	-3	11	1	-1.5	0.0
35	CCOn1c(=O)c(-c2ccc(C)cc2)[n+]([O-])c2ccccc21	-14	2	97	1	0	-2	18	17	0.7	0.1
36	O=C(CCS(=O)(=O)c1ccc(Cl)cc1)Nc1nccs1	4	3	108	-1	-3	-5	-2	7	-2.4	0.4
37	CNc1cncc(-c2ccc(CN3CCOCC3)cc2)n1	8	-2	104	x	2	-11	2	-1	0.8	-0.2
38	CCn1cc(/C=C(\NC(=O)c2ccccc2F)C(=O)N2CCN(C)CC2)c2ccccc21	-2	0	98	x	1	-5	8	-3	-0.1	0.9
39	CC(=O)c1cccc(-c2ccnc3c2CC(C(=O)Nc2ccc(Cl)c(C(F)(F)F)c2)O3)c1 (stereo unspecified)	19	4	98	-6	1	-4	-14	13	4.4	0.9
40	O=C1c2ccccc2C(=O)N1S(=O)(=O)c1ccccc1	1	-5	101	-4	0	-7	4	-2	-2.1	0.1

Reformatted with values under each structure: part of the list above.
Values run as follows: PDI inh	HTR2A ag	ABCB6 inh 2	Vif imaging	Glyco luc inh	CaV13 ICDI inh	H9c2 protect	MC4R antagonist	MC4R ag barr	aDG glyco up
1. C#CCOCCOCCOCCNc1nc(N2CCN(C(=O)[C@H](CCCCN)n3cc([C@@H](N)CO)nn3)CC2)nc(N2CCN(C(=O)[C@H](Cc3ccc(O)cc3)n3cc([C@@H](N)CC(C)C)nn3)CC2)n1
 : 13	-2	100	3	-2	-11	4	0	-1.4	-0.2
2. O=c1c2ccccc2oc2ccc(Oc3ccccc3)cc12
 : -3	7	99	-12	-6	-6	-10	0	4.0	0.2

Continuation.
cpd	structure	PDI inh	HTR2A ag	ABCB6 inh 2	Vif imaging	Glyco luc inh	CaV13 ICDI inh	H9c2 protect	MC4R antagonist	MC4R ag barr	aDG glyco up
41	COc1ccccc1CSc1nc2c(c(=O)n(C)c(=O)n2C)n1C	6	-2	98	-7	-1	-4	9	3	-1.0	0.0
42	Cn1c(=N)n(CC(=O)c2ccc(Br)s2)c2ccccc21	10	-7	93	7	-15	x	-33	-5	2.2	13*
43	Cc1ccc(-c2nc3cccnc3s2)cc1NS(=O)(=O)c1ccc2c(c1)OCCO2	x	-2	98	5	1	-3	26	4	0.4	-0.3
44	CCn1c2ccccc2c2cc(N=C3SC(CC(=O)Nc4ccccc4)C(=O)N3C)ccc21 (stereo unspecified)	-9	-1	97	x	2	-3	-8	5	4.2	3.2
45	Cc1ccc(S(=O)(=O)N2C[C@H]3C(=O)C[C@@H](c4ccccc4)N(S(=O)(=O)c4ccc(C)cc4)[C@H]3C[C@H]2c2ccccc2Cl)cc1	x	-3	97	x	-6	-4	6	x	x	-0.3
46	CCOC(=O)c1sc(NC(=O)c2sc(C)nc2C)nc1C	-19	1	101	7	-2	-17	-7	8	1.1	0.0
47	Cc1cc(C)c2c(=O)[nH]cnc2n1	3	1	103	0	5	2	8	10	-0.1	-0.5
48	COC(=O)c1ccc(Sc2ccc(C)cc2)c(N)c1	-4	-3	98	7	-1	-7	-15	1	-1.0	0.0
49	CC(=O)C1=C(c2ccccc2)OC(N)=C(C#N)C1c1ccc(O)cc1 (stereo unspecified)	-1	-5	99	9	3	-5	0	7	-2.0	-0.6
50	S=C1NC(c2ccccc2)N2C(=S)NC(c3ccccc3)N12 (stereo unspecified)	-13	0	93	18	1	-3	-4	5	-2.3	-0.3
51	Cc1sc(-c2cccnc2)nc1OC(=O)C1CC1	6	3	97	2	-1	-3	-4	22	1.1	0.8
52	C=CCN(CC(O)c1cccc([N+](=O)[O-])c1)C(C)CCc1ccccc1 (stereo unspecified)	-4	0	94	7	-5	-16	-5	2	2.6	0.1
